Screens (PubChem BioAssay)
LYP phosphatase – inhibitors of LYP phosphatase, biochemical, fluorescence intensity, uHTS (AID 1779) | inhibition, % at 11.5 µM, or IC50 in µM where a hit was titrated | actives 0.054% (n = 290,000) | recombinant LYP phosphatase, fluorescence intensity; higher % means a stronger effect; in the data active = inhibition above about 50%;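 also: plate controls were vehicle with enzyme for no effect and no enzyme for full effect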
NS5 inhibitors – Dengue-2 NS5 methyltransferase inhibitors, primary screen, biochemical, confirmation dose response (AID 588689); Dengue-2 NS5 methyltransferase capping enzyme assay, biochemical; higher % means a stronger effect; inhibition, % at 25 µM, or IC50 in µM where a hit was titrated; actives 0.3% (n = 340,000); in the data active = a potency from the dose series; inconclusive = inhibition above about 29% without an active follow-up result
Large T inhibition – TAg ATPase/helicase activity blockers – biochemical (AID 1903) | SV40 large T antigen ATPase/helicase inhibition assay; higher % means a stronger effect | one-dose inhibition, % at 20 µM; IC50 in µM for titrated hits | actives 0.39% (n = 310,000); in the data active = a potency from the dose series; inconclusive = inhibition mostly from about 32% at the one dose, without a potency; inactive = the rest, 99 in 100 with inhibition below about 32%; also: strong numbers were not always called active
GPR35 antagonists – inhibition of zaprinast-stimulated GPR35 beta-arrestin translocation – imaging, U2OS, beta-arrestin-GFP, zaprinast agonist, primary screen (AID 2058) | U2OS GPR35 beta-arrestin-GFP translocation imaging, zaprinast antagonism; higher % means a stronger effect | inhibition, % at 10 µM; hits with a dose series show IC50 in µM | actives 0.052% (n = 290,000);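 active = inhibition of at least 50% with at least 30 cells and total cytoplasm GFP at most 10,000,000; inconclusive = under 30 cells or total GFP of 10,000,000 plus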
MgcRacGAP inhibition – MgcRacGAP GTPase-activating activity inhibitors, confirmation, biochemical, ADP Hunter fluorescence. one-dose inhibition, % at 30 µM; IC50 in µM for titrated hits. actives 0.6% (n = 340,000). MgcRacGAP-stimulated Rac1 GTP hydrolysis, ADP Hunter fluorescence; higher % means a stronger effect; GST-tagged Rac1 F28L mutant substrate;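 active = first-screen hits whose inhibition reached a set limit at any dose in the follow-up dose series; inconclusive = inhibition above the set first-screen limit but never retested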;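 also: fluorescence reports GDP produced by GAP-driven GTP hydrolysis; strong numbers were not always called active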
CSM14.1 death rescue – protection against thapsigargin-triggered cell killing – 384-well, CSM14.1, ATP luminescence, primary screen (AID 1222); cellular ATP content (survival), % at 20 µM; hits with a dose series show EC50 in µM; 190,000 tested, under 10 active; CSM14.1 thapsigargin-induced death rescue, ATP luminescence; higher % means a stronger effect;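 active = EC50 below 50 µM in the dose-response confirmation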;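 also: death triggered by thapsigargin at about 15 µM added after 2 h compound pretreatment; cell ATP read after overnight thapsigargin exposure of roughly 18 to 22 hours; normalized against plate controls of thapsigargin alone and 5% DMSO vehicle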
Salmonella PhoP GFP – inhibitors of PhoP regulon expression, primary screen, Salmonella Typhimurium, GFP reporter (AID 1863); S. Typhimurium PhoP-regulated promoter GFP reporter, 4 h; higher % means a stronger effect; inhibition, % at 50 µM; hits with a dose series show IC50 in µM; actives 0.16% (n = 300,000);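 active = inhibition over 29.93%, a cutoff 3 SD above the screen mean, later confirmed by dose response; inconclusive = inhibition over 29.93% but no dose response follow-up; inactive = inhibition at most 29.93% or unconfirmed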;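 also: 0% = low Mg2+ inducing control and 100% = high Mg2+ repressing control; strong numbers were not always called active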
West Nile virus CPE – inhibition of WNV-induced cytopathic effect – cell-based, CPE readout (AID 1621); West Nile virus-infected cells, CPE inhibition; higher % means a stronger effect; CPE inhibition, % at 10 µM, or IC50 in µM where a hit was titrated; actives 0.02% (n = 290,000); in the data active = a potency from the dose series; inconclusive = CPE inhibition mostly from about 3.7% at the one dose, without a potency; inactive = the rest, 99 in 100 with CPE inhibition below about 2.2%; also: strong numbers were not always called active
RSV antiviral HEp-2 – inhibition of RSV-induced cytopathic effect – HEp-2 cells, primary 10 µM value included (AID 2391) | HEp-2 cells, RSV-induced CPE inhibition; higher % means a stronger effect | actives 0.13% (n = 310,000) | one-dose CPE inhibition, % at 10 µM; IC50 in µM for titrated hits; in the data active = a potency from the dose series; inconclusive = CPE inhibition mostly from about 23% at the one dose, without a potency; inactive = the rest, 99 in 100 with CPE inhibition below about 21%; also: strong numbers were not always called active
NS5 inhibitors pilot replicate – further read-out of NS5 inhibitors, marked with its call; inhibition, %; measured here: pilot screen replicate inhibition
* marks the source's active call; other numbers are inactive results; ? = inconclusive; . = not tested or not shown.

SMILES | LYP phosphatase | NS5 inhibitors | Large T inhibition | GPR35 antagonists | MgcRacGAP inhibition | CSM14.1 death rescue | Salmonella PhoP GFP | West Nile virus CPE | RSV antiviral HEp-2 | others
O=C(O)CN(c1ccccc1F)S(=O)(=O)c1ccccc1 | -12% | -7% | 15% | -2% | 7% | 0.0% | -3% | 0.5% | 0.8% | NS5 inhibitors pilot replicate=2.3
COc1ccc(C(=O)NCC2(c3ccccc3)CCOCC2)cc1[N+](=O)[O-] | -2% | -6% | 21% | -14% | 0% | -2.7% | 4% | -1.4% | 1.2%
COc1ccc(NC(=S)NCC(c2cccnc2)N2CCOCC2)cc1 (stereo not drawn) | -3% | . | 10% | 3% | 6% | -1.7% | -1% | 0.5% | 3.0%
C/C(CC(=O)Nc1ccc([N+](=O)[O-])cc1)=N/NC(=O)C1CC12CCC2 (stereo not drawn) | -3% | 4% | 5% | 11% | 10% | 2.2% | -4% | -0.5% | 0.1%
CC(O)CCC(=O)NNC1CC(=O)N(c2ccccc2)C1=O (stereo not drawn) | -4% | . | 16% | -8% | . | . | -4% | -0.1% | .
CCN(CC)CCn1c(-c2ccccc2)nc(=S)c2c1CC(C)(C)OC2 | -4% | 3% | 4% | -6% | 5% | 5.7% | -2% | -0.8% | -1.6%
CCN(CC)S(=O)(=O)c1ccc2c(c1)oc(=O)n2CC(=O)N(C)C1CCCCC1 | -11% | -3% | 4% | 5% | 2% | . | -2% | -1.2% | 0.8%
COc1ccc(NC(=O)/C=C/c2cc(Br)ccc2OC)cc1 | 3% | -3% | -1% | 11% | -4% | 1.1% | 6% | -0.1% | 5.8%
Cc1ccc(C(=O)NCCNC(=O)COc2ccc(C)c(C)c2)cn1 | -9% | -3% | 6% | -11% | 2% | . | 5% | 0.7% | 1.6%
CSc1nc2ccsc2c(=O)n1-c1cccnc1 | -3% | -1% | 5% | -14% | 5% | -0.6% | -2% | 0.0% | 0.2%
O=S(=O)(Nc1ccc2c(c1)OCCO2)c1c(F)cccc1F | -6% | -4% | 4% | -2% | 3% | . | 9% | -0.3% | 0.7%
COc1ccc(C(=O)Cn2c(Br)nc3c2c(=O)n(C)c(=O)n3C)cc1 | -5% | 3% | 2% | 2% | 8% | 1.3% | -13% | 0.0% | 1.4%
Cc1ccc(N=Cc2nc(/C=C/c3cccc([N+](=O)[O-])c3)oc2O)cc1 | 3% | -1% | -1% | -7% | 2% | -2.2% | -6% | -0.3% | 0.7%
CN(C)C(=O)N1CCC(C(=O)NCc2cccs2)CC1 | -2% | -2% | 6% | -4% | 4% | -1.0% | -6% | -0.3% | 0.0%
COc1ccc(CCNC(=O)C(=O)NCc2ccccc2)cc1OC | -8% | -9% | 13% | -7% | 11% | 1.2% | -6% | 0.2% | 1.0%
CC(=O)OC1OCCOC1NC(=S)Nc1cccc(C(F)(F)F)c1 (stereo not drawn) | -3% | -13% | 13% | 5% | 3% | -1.5% | 5% | -0.6% | 2.3%
COc1ccc(C(CNC(=O)C(CCSC)NC(=O)c2ccccc2OC)N2CCCCC2)cc1 (stereo not drawn) | -6% | 2% | 1% | -5% | 4% | . | 2% | -0.8% | 0.1%
CN(CC(=O)Nc1ccccc1C(F)(F)F)C(=O)CSCc1ccccc1 | . | -13% | -1% | . | 9% | . | -1% | . | 0.9%
O=C(O)/C=C\C(=O)Nc1ccc(OCc2ccccc2)cc1 | 3% | 4% | 12% | -4% | 18% | -0.4% | -1% | -0.2% | 0.1%
Cc1ccc(NC(=O)C2C3C=CC4(O3)C2C(=O)N(CCCN2CCCCC2)C4C(=O)NC2CCCCC2)cc1C (stereo not drawn) | -2% | 3% | 6% | 2% | 5% | . | -12% | 0.3% | 0.6%
CCCc1nc2ccc(NC(C)=O)cc2c(=O)n1Cc1cccc(Cl)c1 | -10% | 4% | 15% | 4% | 9% | . | 0% | -1.1% | 5.2%
O=C(NCc1ccccc1)C1CCCN1S(=O)(=O)c1ccc(F)cc1 (stereo not drawn) | -2% | 1% | -1% | 13% | 5% | . | 5% | 0.1% | 0.3%
CCOc1ccc(NS(=O)(=O)c2ccc(C(=O)NCc3ccncc3)cc2)cc1 | . | 1% | 21% | . | 1% | . | -2% | . | 2.4%
CCNC(=S)N1CCN(Cc2ccc3c(c2)OCO3)CC1 | -1% | -9% | . | 6% | 4% | -0.8% | . | -0.2% | -1.3%
O=C(CSc1nnc(-c2cccnc2)n1Cc1ccco1)Nc1nc(-c2ccc(F)cc2)cs1 | -4% | -8% | 7% | 6% | 9% | -0.3% | 4% | -0.1% | 2.3% | NS5 inhibitors pilot replicate=-3.3
COc1ccccc1NS(=O)(=O)c1ccc2c(c1)n(C)c(=O)n2C | -3% | -6% | 2% | -3% | 7% | -2.5% | -3% | -0.2% | -0.6%
Cn1c(N)c(C(=O)CSc2nc(N)cc(N)n2)c(=O)n(C)c1=O | 2% | -2% | 20% | -19% | 4% | -0.6% | 1% | -0.1% | -2.3%
COc1cc2c(cc1NC(=O)c1ccccc1F)CCCC2 | 4% | -3% | -35% | 2% | 3% | -2.4% | 20% | -1.6% | 10%
CC(=O)Oc1ccccc1C(=O)Oc1ccccc1C(=O)O | . | -1% | 8% | . | 3% | . | 3% | . | 2.8%
C/C(=N\NC(N)=O)c1ccc(-n2ccnc2)cc1 | -6% | 4% | 5% | -8% | 7% | -0.3% | 6% | -0.8% | -3.2%
CC1CCN(S(=O)(=O)c2ccc(NC(=O)Cn3nnc(-c4ccccc4F)n3)cc2)CC1 | 3% | -4% | 6% | 10% | 1% | -1.8% | -7% | -0.1% | 2.5%
Cc1ccc(S(=O)(=O)N2CCN=C2SC(C)c2ccccc2)cc1 (stereo not drawn) | -10% | 1% | 16% | -1% | 5% | . | 3% | -1.1% | ?
Cc1cc(C(=O)O)ccc1-c1ccc(/C=N/n2cnnc2)o1 | 1% | -4% | -1% | -4% | 7% | . | 1% | -0.6% | -0.2%
CCC(NC(=O)c1ccc([N+](=O)[O-])cc1[N+](=O)[O-])c1ccccc1 (stereo not drawn) | 0% | -2% | 17% | 2% | -2% | -3.1% | -1% | 0.2% | 1.3%
CCOC(=O)Cc1c[nH]c2ccccc12 | -3% | -8% | -7% | -6% | 7% | -1.5% | 22% | 1.1% | 0.5%
Cc1cccc(NC(=O)CSc2nnc(NC(=O)CN3CCCCC3)s2)c1 | -12% | . | 9% | -13% | . | -1.9% | -32% | 0.5% | 1.9%
CCOc1ccc(NC(=O)c2sccc2-n2cccc2)cc1 | -1% | 9% | 8% | 6% | 0% | -0.5% | 2% | -0.9% | 1.0%
Cn1c(C(=O)Nc2ccc3c(c2)OCCO3)cc2sccc21 | 0% | -2% | 6% | -6% | 18% | -3.8% | 14% | -0.2% | 0.8%
Cc1ccc2oc(C(=O)Nc3nonc3C)c(C)c2c1 | -9% | -4% | 51% | -9% | -7% | . | -12% | -0.1% | 14%
COc1ccc(OC)c(/C=C/C(=O)OCC(=O)Nc2cccc(Oc3ccccc3)c2)c1 | -4% | -9% | 23% | -12% | 8% | -0.8% | -11% | -0.2% | 5.7%
CC1CCN(c2nc(-c3ccccc3O)nc3ccccc23)CC1 | 0% | 2% | 4% | 9% | 5% | 1.3% | -6% | -0.1% | -0.1%
CN(C)/C=C(\C=O)c1ccc(Cl)cc1Cl | -6% | -14% | 14% | -4% | 11% | -0.4% | 7% | -0.2% | 0.6%
O=C(NCCN1CCN(c2ccccc2)CC1)C1CCCN(S(=O)(=O)c2cnc[nH]2)C1 (stereo not drawn) | -5% | -5% | 15% | -2% | 6% | -0.4% | -8% | -0.3% | 0.5%
Cc1ccc(/C=C/C2=NN(Cc3ccc(Cl)c(Cl)c3)C(=O)CC2)cc1 | -3% | 5% | 4% | 1% | -2% | 5.2% | -4% | 0.0% | ?
O=c1cc(CSc2nnnn2-c2ccccc2)[nH]c2[nH]n(-c3ccccc3)c(=O)c12 | 1% | 12% | 36% | 11% | 26% | -2.4% | -2% | 0.2% | -0.2%
CCOc1ccc(C(=O)NCC(=O)OCc2c(F)cccc2Cl)cc1OCC | -7% | 2% | 1% | 14% | -6% | -3.2% | -3% | -0.2% | 1.7%
CCOP(=O)(C1=C(O)C(=O)C(C(C)(C)C)=CC1=O)c1ccccc1 (stereo not drawn) | -10% | 16% | 30% | -6% | -17% | 1.3% | 3% | 0.6% | .
NC(=O)c1cc2c(s1)-c1cc(Cl)ccc1SC2 | 0% | -2% | 7% | 20% | -2% | . | -16% | 0.9% | -0.7%

Compounds listed so far containing bromine (2):
SMILES | LYP phosphatase | NS5 inhibitors | Large T inhibition | GPR35 antagonists | MgcRacGAP inhibition | CSM14.1 death rescue | Salmonella PhoP GFP | West Nile virus CPE | RSV antiviral HEp-2 | others
COc1ccc(NC(=O)/C=C/c2cc(Br)ccc2OC)cc1 | 3% | -3% | -1% | 11% | -4% | 1.1% | 6% | -0.1% | 5.8%
COc1ccc(C(=O)Cn2c(Br)nc3c2c(=O)n(C)c(=O)n3C)cc1 | -5% | 3% | 2% | 2% | 8% | 1.3% | -13% | 0.0% | 1.4%

Next section.
SMILES | LYP phosphatase | NS5 inhibitors | Large T inhibition | GPR35 antagonists | MgcRacGAP inhibition | CSM14.1 death rescue | Salmonella PhoP GFP | West Nile virus CPE | RSV antiviral HEp-2 | others
CCOC(=O)N1CCN(C(=O)c2cn(C)c3ccc(S(=O)(=O)N4CCOCC4)cc3c2=O)CC1 | -3% | -8% | 2% | 3% | 14% | . | 0% | 0.2% | 1.6%
CC(=O)OC[C@H]1O[C@H](C/C=N/O[C@@H](C)c2cn([C@H](CO)Cc3ccccc3)nn2)C=C[C@@H]1OC(C)=O | -8% | . | 4% | -8% | . | -2.9% | -2% | . | -0.9%
COc1ccccc1CNC(=O)c1cccc2c1C(=O)N(Cc1cccnc1)C2 | -6% | -5% | 3% | -14% | 0% | -2.3% | 3% | -1.2% | 4.9%
COc1cccc(NC(=O)CN2CCSc3ccccc32)c1 | -5% | -14% | 1% | 0% | -6% | -4.3% | -3% | -0.6% | 0.6%
c1cncc(-c2nn3cnnc3s2)c1 | -1% | -2% | 16% | -7% | 8% | -1.9% | -7% | 0.3% | 1.4%
CC(C)S(=O)(=O)C1=NSC2=NC(=O)/C(=C\c3ccc(-c4ccccc4)o3)C(=N)N21 | 4% | 10% | 27% | -7% | 14% | 2.7% | -16% | 0.9% | 0.6%
CCn1c(CSCc2ccc(Cl)cc2)n[nH]c1=S | 4% | -6% | 30% | -8% | 9% | -0.3% | 5% | -1.4% | 1.2%
CN(C)CCCNC(=O)c1cc(Br)ccc1Cl | 0% | -6% | 7% | 3% | 0% | -0.8% | -8% | -0.7% | -1.6%
